H9c2 TAG inh – inhibitors of triacylglycerol accumulation, primary screen, cell-based, uHTS, fluorescence, H9c2; H9c2 cells, Nile Red lipid (TAG) fluorescence; cells loaded with 200 µM oleic acid; inhibition, % at 12.5 µM; 0.66% of 230,000 active;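 active = pattern-corrected inhibition of lipid staining of at least 50% with the nuclear-stain viability signal not falling by more than 50%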;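 note: 0% = DMSO wells and 100% = triacsin C control wells; some results filed as inactive read as strong as hits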
H9c2 TAG inh DAPI viability – recorded beside H9c2 TAG inh, whose call it bears; DAPI nuclei signal change (viability), lower = more cytotoxic, %;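 whole-well DAPI fluorescence read on a plate reader as a viability signal; minus 50 percent equals half of cells still viable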
* marks the source's active call; other numbers are inactive results. Not all compounds are listed (hit frequency here may not be typical).

The opening 2 entries, to show the layout:
SMILES	H9c2 TAG inh	H9c2 TAG inh DAPI viability
COCCn1cnc2c(c1=O)c1nc3ccccc3nc1n2/N=C/c1ccco1	7.3	2.1
C=CCn1c(O)c2ccc(C(=O)N=NC(=O)COc3ccccc3F)cc2c1O	-9.3	9.2

This part in full (from the top)
SMILES	H9c2 TAG inh	H9c2 TAG inh DAPI viability
COCCn1cnc2c(c1=O)c1nc3ccccc3nc1n2/N=C/c1ccco1	7.3	2.1
C=CCn1c(O)c2ccc(C(=O)N=NC(=O)COc3ccccc3F)cc2c1O	-9.3	9.2
O=C(COC(=O)c1c(F)cccc1F)Nc1cccc(S(=O)(=O)N2CCCCC2)c1	-4.1	3.1
CN(C)Cc1c[nH]c2nc[nH]c(=O)c12	-7.4	5.9
CC1(C)Cc2ccccc2C(=NCC(=O)O)N1	12.8	-1.4
COc1ccc(S(=O)(=O)N(C)C[C@H]2Oc3c(NC(=O)C4CC4)cccc3C(=O)N([C@H](C)CO)C[C@@H]2C)cc1	1.2	-3.0
Cc1cccc(N2CC(C(=O)OCC(=O)c3ccc(OC(=O)c4cccs4)cc3)CC2=O)c1C (stereo unspecified)	-17.9	-7.9
CCOC(=O)c1cc(C#N)c(N2CCN(C(=O)c3cccc(C(F)(F)F)c3)CC2)nc1C(F)(F)F	-3.2	11.7
CN(C)CCNC(=O)c1ccc(-c2nn(C)c(=O)c3ccccc23)cc1	16.2	2.1
CCn1c(/N=C/c2ccccc2O)nc2ccccc21	7.5	3.7
O=C(c1ccc(Oc2ccc(C(F)(F)F)cc2[N+](=O)[O-])cc1)N1CCOCC1	16.6	-20.7
O=C(NCc1ccccc1)c1ccc(Cl)cc1[N+](=O)[O-]	14.4	-9.1
CC1=C(C(=O)Nc2ccc(C)cc2C)C(c2ccc([N+](=O)[O-])cc2)n2ncnc2N1 (stereo unspecified)	-10.3	-1.7
CCCN1CCC(=O)N([C@H](COc2ccccc2)c2ccccc2)CC1	5.5	-2.4
COc1ccc(CCNC(=O)CN(Cc2ccc(Cl)cc2)S(C)(=O)=O)cc1	2.7	-4.1
O=C(NCc1ccccc1)c1ccc(-c2ccc(F)c(F)c2)c2ccoc12	-70.8	10.1
COc1c(N)c2c(c([N+](=O)[O-])c1OC)C(=O)OC2	-11.7	9.8
Cc1ccc(NC(=O)CSCC(=O)NNC(=O)c2ccoc2C)cc1	10.3	0.3
Cc1cccc(C(=O)NNS(=O)(=O)c2ccccc2[N+](=O)[O-])c1	5.6	-9.0
CC(=O)c1ccc(N2C(=O)[C@@H]3C(CCC(N)=O)NC4(C(=O)Nc5c4ccc(Cl)c5C)[C@@H]3C2=O)cc1 (stereo partly specified)	-7.8	-0.1
CCOC(=O)c1sc(NC(=O)CNC(=O)Cn2cnc3sc(C)c(C)c3c2=O)nc1C	7.4	1.4
CCN(CC)C(=O)[C@H]1C[C@H](CC(=O)NCCc2ccccn2)C(=O)N2CCc3c([nH]c4cc(CCC(=O)N(C)C)ccc34)[C@]12C	-3.7	4.7
COc1ccc(-c2cn(CCC(=O)O)c(C)n2)cc1	4.9	3.9
O=C(COc1ccc(Cl)cc1)NCC(=O)N/N=C/c1cccs1	-6.8	-5.2
CC12CCC(=O)C=C1CCC1C2C(O)CC2(C)C(c3csc(N)n3)CCC12 (stereo unspecified)	-21.8	9.2

A different layout for some results above.
> CCN(CC)C(=O)[C@H]1C[C@H](CC(=O)NCCc2ccccn2)C(=O)N2CCc3c([nH]c4cc(CCC(=O)N(C)C)ccc34)[C@]12C
  H9c2 TAG inh = -3.7
  H9c2 TAG inh DAPI viability = 4.7
> COc1ccc(-c2cn(CCC(=O)O)c(C)n2)cc1
  H9c2 TAG inh = 4.9
  H9c2 TAG inh DAPI viability = 3.9
> O=C(COc1ccc(Cl)cc1)NCC(=O)N/N=C/c1cccs1
  H9c2 TAG inh = -6.8
  H9c2 TAG inh DAPI viability = -5.2
> CC12CCC(=O)C=C1CCC1C2C(O)CC2(C)C(c3csc(N)n3)CCC12 (stereo unspecified)
  H9c2 TAG inh = -21.8
  H9c2 TAG inh DAPI viability = 9.2

Compound profiles, from the list above:
COc1ccc(S(=O)(=O)N(C)C[C@H]2Oc3c(NC(=O)C4CC4)cccc3C(=O)N([C@H](C)CO)C[C@@H]2C)cc1 is listed with H9c2 TAG inh: 1.2; H9c2 TAG inh DAPI viability: -3.0
CC1=C(C(=O)Nc2ccc(C)cc2C)C(c2ccc([N+](=O)[O-])cc2)n2ncnc2N1 (stereo unspecified) is listed with H9c2 TAG inh: -10.3; H9c2 TAG inh DAPI viability: -1.7

(listing goes on)
SMILES	H9c2 TAG inh	H9c2 TAG inh DAPI viability
COc1ccc(CNC(N)=O)cc1	-15.4	5.2
COC(=O)c1ccc(NC(=O)NCCCl)cc1	0.5	3.5
Cc1ccc(S(=O)(=O)NC(=O)c2cc(C)n(CC(c3ccccc3)N(C)C)c2C)cc1 (stereo unspecified)	5.1	5.6
Cc1ccc(CN(Cc2cc3cccc(C)c3[nH]c2=O)C(=S)NCCCN(C)C)cc1	32.3	2.7
C=CCSc1nnc(CCc2ccccc2)n1N	5.7	7.1
CNC(=S)Nc1ccc2nc(C)c(C)nc2c1	-0.9	10.1
S=C(Nc1ccc2nc(-c3ccccn3)c(-c3ccccn3)nc2c1)N1CCCCC1	6.0	3.5
Cc1csc2c(N3CCN(C(=S)Nc4ccc(C(F)(F)F)cc4)CC3)ncnc12	-4.1	-1.9
O=C(Nc1ccccc1-c1nnc(SCc2ccccc2)o1)c1ccccc1	13.1	2.8
COc1cccc(C(=O)C2CCCN(CC3=Cc4cc(OC)ccc4OC3)C2)c1 (stereo unspecified)	-13.0	7.0
COc1ccc(Cc2nnc(NC(=O)c3ccc(OC(C)=O)cc3)s2)cc1OC	-5.3	2.6
CC1Cc2ccccc2N1C(=O)Cn1cnc2c1c(=O)n(C)c(=O)n2C (stereo unspecified)	9.5	-2.2
CNC[C@H](O)c1cccc(O)c1	-0.1	8.2
Cc1ccc(C)c(N2CCN(C(=O)Cc3ccc(NC4=NC5CS(=O)(=O)CC5S4)cc3)CC2)c1 (stereo unspecified)	1.5	2.6
CC(C)[C@H](N)C(=O)N[C@H]1CCC2C3CC=C4C[C@@H](O)CC[C@]4(C)C3CC[C@@]21C (stereo partly specified)	5.2	-2.6
CCOc1ccc(NC(=O)CN(C)CC(=O)NC2CCCc3ccccc32)cc1OCC (stereo unspecified)	26.9	3.4
Cc1cc(NC(=O)CN2C(=O)c3ccccc3C2=O)no1	-8.2	8.2
Cc1ccc(OC(C)C(=O)Nc2ccc3c(c2)n(C)c(=O)n3C)c(C)c1 (stereo unspecified)	-5.0	3.0
CCN1C(=O)[C@H]2[C@@H](c3ccc(C)cc3)N3C(=O)N(c4ccccc4)C(=O)[C@@]3(CC)[C@H]2C1=O	8.7	0.4
COc1ccc(C2CC(c3ccccc3F)=NN2c2ccc(S(N)(=O)=O)cc2)cc1 (stereo unspecified)	-5.6	156.9
CS(=O)(=O)Nc1ccc(C(=O)NCCSCc2ccccc2)cc1	0.7	3.3
CC(C)C(NC(=O)c1ccc(Cl)cc1Cl)C(=O)NCCc1ccccn1 (stereo unspecified)	-11.3	8.5
C=CC[C@@H](CC(=O)N(CCO)Cc1ccccc1)C(=O)N[C@@H](C)COC(=O)[C@@H](CC=C)CC(=O)OC(C)(C)C	13.7	-0.6
O=C(COc1cc(Cl)c(Cl)cc1Cl)NCCc1ccccn1	13.8	-5.6
O=C(OCc1nnc(-c2ccccc2)o1)c1cc(F)c(F)cc1Cl	-8.5	7.2
Remaining list, next part:
SMILES	H9c2 TAG inh	H9c2 TAG inh DAPI viability
COc1ccc(-n2c(O)c(C=Nc3ccccc3)c3ccccc3c2=O)cc1OC	-14.4	12.4
COc1ccc(NC(=O)CCS(=O)(=O)c2cccc3nonc23)c(OC)c1	17.1	-9.3
CN(CC(=O)Nc1ccc(F)cc1)C(=O)c1ccc(N2C(=O)CCC2=O)cc1	13.5	-17.2
NNC(=O)CSCc1ccc(Cl)cc1Cl	-4.6	5.3
CCOC(=O)C1CCN(C(=O)Nc2ccc(OCc3ccccc3)cc2)CC1	6.1	8.8
O=C(COC(=O)CC1CCCC1)Nc1cccc(F)c1	-7.7	0.3
COc1ccc(N2CCN(C(=O)C3(C)CC3(Cl)Cl)CC2)cc1 (stereo unspecified)	0.1	3.6
CC(C)c1nc(SCC(=O)Nc2cccc3ccccc23)n[nH]1	-29.3	-1.1
CCCc1cc(=O)[nH]c(SCC(=O)N2CCc3cc(OC)c(OC)cc3C2)n1	0.7	-4.7
O=C(COC(=O)/C=C/c1cccc(C(F)(F)F)c1)NCc1cccs1	-9.7	1.7
CCOc1ccccc1-n1c(SCC(=O)Nc2nccs2)nnc1-c1ccoc1C	10.1	-6.8
COc1ccc(CN2CCN(C(=O)C3CCC(CNS(=O)(=O)c4ccc(C)cc4)CC3)CC2)c(OC)c1OC (stereo unspecified)	-13.7	18.9
COc1ccc(CCc2nnc(CCC(=O)N(C)Cc3ccnc4ccccc34)o2)cc1	-9.3	-5.5
CCOc1ccc(NC(=O)CSc2ccc3nnc(-c4cccnc4)n3n2)cc1	-8.4	-2.6
Cc1cc(=O)n2cn[nH]c2n1	-9.6	11.9
CCc1nc2ccc(C(=O)Nc3ccc4c(c3)OCC(=O)N4)cn2c1N(C)Cc1nccn1C	6.7	1.6
O=S(=O)(NCc1ccc2c(c1)OCO2)c1ccc(Cl)s1	4.2	2.7
Cc1cc(OCc2cc(C(=O)N3CCC(Oc4cccnc4)CC3)no2)cc(C)c1Cl	-11.6	13.1
COc1ccc(N2C(=O)N3[C@@H]4c5ccccc5OC[C@@H]4[C@@H](c4ccccc4)[C@@]3(C)C2=O)cc1	3.4	-6.8
COC(=O)c1cc(S(=O)(=O)N2CCN(C3CCCCC3)CC2)c[nH]1	0.7	-8.0
O=C(CSCCO)Nc1nccs1	11.5	-15.6
CCN1C(=O)[C@H]2[C@@H](c3ccc(-c4ccc(F)cc4)c(OC)c3)N3CCC[C@@]3(C(=O)OC)[C@H]2C1=O	13.1	3.0
CCOc1ccc2nc(NC(=O)CN3CCOCC3)sc2c1	1.1	0.6
CCCN(C(=O)COC(=O)CCC(=O)c1ccccc1)c1c(N)n(Cc2ccccc2)c(=O)[nH]c1=O	3.1	-3.1
CC(OC(=O)Cn1cnc2c1c(=O)n(C)c(=O)n2C)C(=O)NC(C)c1ccc(Cl)cc1Cl (stereo unspecified)	-5.0	3.1

Part of the list above, with two lines to a compound:
Results follow in this order: H9c2 TAG inh	H9c2 TAG inh DAPI viability
- CCOc1ccc2nc(NC(=O)CN3CCOCC3)sc2c1
    1.1	0.6
- CCCc1cc(=O)[nH]c(SCC(=O)N2CCc3cc(OC)c(OC)cc3C2)n1
    0.7	-4.7
- COC(=O)c1cc(S(=O)(=O)N2CCN(C3CCCCC3)CC2)c[nH]1
    0.7	-8.0

(next part)
SMILES	H9c2 TAG inh	H9c2 TAG inh DAPI viability
ONC(=NCc1ccccc1)c1ccccc1	-13.7	2.3
C[C@H]1CN([C@@H](C)CO)C(=O)CCCn2cc(nn2)CO[C@@H]1CN(C)S(C)(=O)=O	1.5	-2.9
COCCCNC(=O)c1ccccc1Oc1ccccc1	-15.0	9.9
CCc1ccc(C(=O)C(C)OC(=O)CNS(=O)(=O)c2ccc(C)cc2)cc1 (stereo unspecified)	-7.1	7.8
COc1ccc(-c2cn3ccc(C)cc3n2)cc1	13.7	1.6
Cc1ccc(CNC(=O)CNC(=S)N(Cc2ccccc2)Cc2cccnc2)cc1	-9.4	3.9
O=C(CSc1ccc2c(c1)OCCO2)Nc1ccc(N2CCOCC2)cc1	8.2	3.5
CCOc1ccc(C(=O)NNC(=O)CN2C(=O)C3CC=CCC3C2=O)cc1OC (stereo unspecified)	10.7	-5.2
Cc1ccc(NC(=O)CN(C(=O)N2CCN(C)CC2)S(=O)(=O)c2ccc(C)cc2)cc1	-27.7	3.1
CC(C)C[C@H](N)c1cn([C@@H](CCCCN)C(=O)N2CCNCC2)nn1	15.1	0.6
COc1ccc(NS(=O)(=O)c2ccc(C)c(C(=O)NCC(c3ccco3)N3CCCCC3)c2)cc1 (stereo unspecified)	-19.5	8.2
CCCC(NC(=O)CCl)c1ccccc1 (stereo unspecified)	-0.1	-6.8
CC(C)[C@H]1COC(NC2=N[C@@H](C(C)C)CO2)=N1	13.5	-5.3
O=C(COC(=O)c1ccc(CO)cc1)c1ccc(S(=O)(=O)N2CCCCC2)cc1	6.8	0.1
Cc1noc(C)c1COC(=O)Cn1c(C)nc2ccccc21	16.0	-7.2
Cc1ccc(S(=O)(=O)NCC(c2ccco2)N2CCc3ccccc32)cc1 (stereo unspecified)	6.6	-0.9
O=C(Nc1nc(-c2ccco2)c(-c2ccco2)s1)c1ccco1	15.3	-8.9
CC(C)(C)CN1CCNC(=O)C1CC(=O)NCc1cccc(-n2cccn2)c1 (stereo unspecified)	-7.2	-1.8
Cc1cc(N2CCCCC2)n2ncc(-c3ccccc3)c2n1	6.8	10.0
CSCC[C@@H](C(=O)O)N1Cc2ccccc2C1=O	2.4	-2.3
CCOc1ccc(NC(=O)NNC(=O)C2CCC(C(C)(C)C)CC2)cc1 (stereo unspecified)	-20.3	1.1

Screening results from PubChem BioAssay.
